APEX1 inh – qHTS Assay for Inhibitors of the Human Apurinic/apyrimidinic Endonuclease 1 (APE1); DNA repair nuclease/redox regulator APEX1 (Homo sapiens), P27695; recombinant APE1, TAMRA/BHQ-2 abasic DNA cleavage fluorescence; Potency, µM (series often up to 65.8 µM), for the others: at the top dose activity change, negative = inhibition, hits mostly inhibitors; actives 0.35% (n = 350,000); AID 2517, 2012;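 further: plate controls were vehicle for no effect and reference inhibitor for full effect; nearly all actives have a fitted effect of over 55% in size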
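Incision of a quenched TAMRA/BHQ-2 THF abasic-site duplex (50 nM) by 0.75 nM APE1, after 15 min compound preincubation, measured as fluorescence increase over three 60 s reads. Values normalized to buffer, DMSO and NSC13755 control wells.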
POLK inh – qHTS for Inhibitors of Polymerase Kappa | DNA polymerase kappa (Homo sapiens), Q9UBT6 | purified Pol kappa, fluorescent DNA synthesis assay, 10 min | Potency, µM (series often up to 107 µM), without a hit: at the top dose activity, negative = inhibition, most hits filed as inhibitors | actives 0.53% (n = 400,000) | AID 588579, 2011; further: on the % scale 0 is the no-effect control and ±100 the full control effect
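10 nM Pol kappa was preincubated with compounds for 15 min at room temperature. Reaction started with 50 nM (final) substrate. Fluorescence read kinetically at 0 and 10 min.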
POLI inh – qHTS for Inhibitors of Polymerase Iota | DNA polymerase iota (Homo sapiens), Q9UNA4 | Pol iota fluorescent replication assay, 10 min | Potency, µM (titrated, usually from 115 µM), for the others: top-dose activity, negative = inhibition, hits mostly inhibitors | actives 1% (n = 390,000) | AID 588590, 2011
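Fluorescent replication assay read twice, at 0 min and 10 min after adding 50 nM (final) substrate. Enzyme (10 nM) and compounds were first incubated 15 min at room temperature; enzyme-free buffer wells were negative controls.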
Anesthetic bind – qHTS Assay for Identification of Novel General Anesthetics; AID 485281, 2010; Potency, µM (titrated, usually from 77.5 µM), for the others: at the highest dose activity change, negative = displacement, usual class: inhibitors; actives 0.074% (n = 350,000); Ferritin light chain (Equus caballus), P02791; apoferritin/1-aminoanthracene competitive binding, fluorescence; further: on the % scale 0 is the no-effect control and ±100 the full control effect; nearly all actives have a fitted effect of over 20% in size
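10 uM apoferritin + 50% sat. 1-AMA, PBS; cpd 10 min RT; Ex380/Em535 endpoint; normalized to free probe vs complex; 4-param Hill fit; propofol titration as pos. ctrl.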
POLB inh – qHTS Assay for Inhibitors of DNA Polymerase Beta | P06746 | Pol beta primer extension/strand displacement, fluorescence kinetic | Potency, µM (top dose mostly 114 µM), without a hit: at the highest dose activity change, negative = inhibition, hits mostly inhibitors | actives 1.3% (n = 340,000) | AID 485314, 2010; further: on the % scale 0 is the no-effect control and ±100 the full control effect
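Curves were derived by four-parameter Hill fits of normalized qHTS data. The kinetic fluorescent primer-extension read was taken at 0 and 10 min after 50 nM substrate, following a 15 min room-temperature preincubation of 10 nM enzyme with compounds.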
BLM helicase inh – qHTS Assay for Inhibitors of Bloom's syndrome helicase (BLM); RecQ-like DNA helicase BLM (Homo sapiens), P54132; recombinant BLM DNA unwinding, fluorescence dequenching; Potency, µM (top dose mostly 56.1 µM), for the others: top-dose activity change, negative = inhibition, hits mostly inhibitors; actives 0.2% (n = 350,000); AID 2528, 2010;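 further: plate controls were vehicle for no effect and no enzyme for full effect; nearly all actives have a fitted effect of over 35% in size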
Target sequence (P54132 whole entry, looked up): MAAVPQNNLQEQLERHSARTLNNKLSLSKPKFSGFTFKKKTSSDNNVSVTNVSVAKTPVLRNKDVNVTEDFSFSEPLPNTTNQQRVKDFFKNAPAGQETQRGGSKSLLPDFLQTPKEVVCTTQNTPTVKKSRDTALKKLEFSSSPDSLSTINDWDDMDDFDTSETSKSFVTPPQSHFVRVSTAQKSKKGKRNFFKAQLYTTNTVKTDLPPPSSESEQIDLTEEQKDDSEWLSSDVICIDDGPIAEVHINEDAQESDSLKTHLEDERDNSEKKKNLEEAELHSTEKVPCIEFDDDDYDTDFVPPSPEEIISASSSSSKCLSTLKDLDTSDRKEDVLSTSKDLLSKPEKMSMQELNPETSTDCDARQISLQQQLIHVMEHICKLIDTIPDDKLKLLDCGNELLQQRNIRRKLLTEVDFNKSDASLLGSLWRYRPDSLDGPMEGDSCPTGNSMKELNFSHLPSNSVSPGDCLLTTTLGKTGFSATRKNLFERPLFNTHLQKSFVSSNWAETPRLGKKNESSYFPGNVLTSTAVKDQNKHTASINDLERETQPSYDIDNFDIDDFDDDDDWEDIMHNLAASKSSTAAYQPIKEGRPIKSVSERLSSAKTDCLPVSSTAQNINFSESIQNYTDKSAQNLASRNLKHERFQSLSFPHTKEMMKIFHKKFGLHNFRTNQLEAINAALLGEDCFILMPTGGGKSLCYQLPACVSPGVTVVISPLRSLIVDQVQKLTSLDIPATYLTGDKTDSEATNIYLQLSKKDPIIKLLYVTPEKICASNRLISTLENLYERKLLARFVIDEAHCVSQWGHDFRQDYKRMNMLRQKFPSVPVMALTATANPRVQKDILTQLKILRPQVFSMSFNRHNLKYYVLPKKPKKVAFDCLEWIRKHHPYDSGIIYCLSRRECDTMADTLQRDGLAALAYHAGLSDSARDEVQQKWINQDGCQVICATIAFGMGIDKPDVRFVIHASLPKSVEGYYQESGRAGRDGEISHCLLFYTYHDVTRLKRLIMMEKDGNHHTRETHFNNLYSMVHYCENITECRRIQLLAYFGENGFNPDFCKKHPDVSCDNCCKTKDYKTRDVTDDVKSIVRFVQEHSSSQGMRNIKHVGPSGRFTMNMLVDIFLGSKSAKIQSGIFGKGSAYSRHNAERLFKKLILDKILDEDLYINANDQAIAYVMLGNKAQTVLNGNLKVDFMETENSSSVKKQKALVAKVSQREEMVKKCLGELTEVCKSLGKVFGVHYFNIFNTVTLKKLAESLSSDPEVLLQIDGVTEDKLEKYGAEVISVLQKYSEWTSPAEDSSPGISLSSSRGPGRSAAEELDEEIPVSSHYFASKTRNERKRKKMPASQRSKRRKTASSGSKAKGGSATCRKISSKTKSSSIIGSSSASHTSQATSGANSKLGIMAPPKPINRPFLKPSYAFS
G9a inh – qHTS Assay for Inhibitors of Histone Lysine Methyltransferase G9a | actives 8.8% (n = 350,000) | Histone-lysine N-methyltransferase EHMT2 (Homo sapiens), Q96KQ7 | AID 504332, 2011 | G9a H3K9 monomethylation, AlphaScreen, 2 h | Potency, µM (titrated, usually from 102 µM), for the others: at the top dose activity, negative = inhibition, hits mostly inhibitors; further: on the % scale 0 is the no-effect control and ±100 the full control effect; nearly all actives have a fitted effect of over 75% in size
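Methyltransferase reactions run at room temperature for 2 h (20 nM enzyme, 500 nM biotin-H3K9 peptide, 20 uM SAM) after a 15 min compound preincubation; product detected by AlphaScreen beads and anti-H3K9me1 antibody.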
Pol eta inh – qHTS for Inhibitors of Polymerase Eta | Potency, µM (doses to about 114 µM), for inactives: top-dose activity change, negative = inhibition, actives largely listed as inhibitors | DNA polymerase eta (Homo sapiens), Q9Y253 | recombinant Pol eta, fluorescent DNA replication assay | actives 1.2% (n = 390,000) | AID 588591, 2011; further: on the % scale 0 is the no-effect control and ±100 the full control effect
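Pol eta at 10 nM preincubated with compounds 15 min at room temperature; reaction started with fluorescent substrate (50 nM final) and read kinetically at 0 and 10 min.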
BAZ2B block – qHTS Assay for Inhibitors of BAZ2B; Bromodomain adjacent to zinc finger domain protein 2B (Homo sapiens), Q9UIF8; AlphaScreen BAZ2B-H3K14Ac peptide displacement; Potency, µM (titrated, usually from 114 µM), for inactives: at the top dose activity change, negative = inhibition, most hits filed as inhibitors; actives 4.4% (n = 360,000); further: on the % scale 0 is the no-effect control and ±100 the full control effect; nearly all actives have a fitted effect of over 60% in size
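Protein-peptide AlphaScreen: BAZ2B 50 nM, b-H3K14Ac 50 nM, 1x PBS pH 7.4 + 0.01% Tween-20. Preincubation 30 min RT; cpd 30 min RT (top 110 uM); beads 20 min RT, light-protected.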
An asterisk follows results filed as active; ? = inconclusive; / = not tested or not shown; & = joins results of further samples; [ ] = remark or other dose. The call rests on the fitted dose curve; in most records, active means well fitted curve in the direction sought with a large enough effect; inconclusive means small, poorly fitted or top-dose-only effect, or another doubt; inactive means no such curve, though single readings can be large; an effect the other way counts as inactive or inconclusive. Potency means the concentration at half of the fitted maximal effect. The list is partial; the hit share may differ from the screen's.

SMILES	APEX1 inh	POLK inh	POLI inh	Anesthetic bind	POLB inh	BLM helicase inh	G9a inh	Pol eta inh	BAZ2B block
O=C(Nc1ccc(F)cc1)NC1(C(=O)NCc2ccco2)CCCCC1	6%	4%	?	-10%	-1%	-4%	-11%	4%	6%
Cc1ccc(C2(C(F)(F)F)NC(=O)N3C(=C2C#N)Nc2ccccc23)cc1 (stereo not drawn)	?	5%	20%	-13%	0%	-2%	4%[59 µM]	1%	3%
O=[N+]([O-])c1ccc(-c2nnc(-c3ccccc3)c(NCCCO)n2)cc1	-3%	-14%	28%	-8%	45%	-1%	16%[59 µM]	-13%	-2%
O=C(Nc1nc2ccc(SC(F)F)cc2s1)c1ccc2c(c1)S(=O)(=O)c1ccccc1C2=O	12%	/	/	-14%	-13%	0%	-36%[59 µM]	/	-36%
O=C(CSc1nc(-c2cccs2)cc(C(F)(F)F)n1)Nc1ccccc1Cl	/	1%	-7%	?	-18%	-1%	4%[59 µM]	-11%	-2%
OCC[C@@H]1C[C@@H](O)[C@H](O)[C@]2(OCc3ccccc32)O1	2%	-2%	-11%	8%	14%	0%	-4%	-1%	-4%
CCOC(=O)CC(=O)Nc1cc(Cl)ccc1O	-2%	3%	15%	-18%	40%	-3%	-18%[12.7 µM]	-12%	7%
CCOC(=O)C1CCCN(Cc2sccc2C)C1 (stereo not drawn)	5%	-17%	6%	-9%	-20%	-2%	22µM*	-7%	50µM*
Cc1nn(Cc2ccccc2Cl)c2sc(C(=O)NCCCn3ccnc3)cc12	13%	-7%	9%	?	-2%	2%	-14%[59 µM]	3%	/
COc1ccc(CN2C3CCC2CC(NC(=O)c2cccc(F)c2)C3)cc1 (stereo not drawn)	13%	8%	-5%	-1%	39%	1%	16%	-22%	2%
O=C(COC(=O)COc1ccccc1)NCc1ccc2c(c1)OCO2	-6%	-9%	12%	/	/	/	/	-16%	/
Nc1nc(-c2ccccc2)[nH]c(=O)c1N=O	55%[activator]	2%	13%	-4%	12%	-5%	?	-24%	79µM*
CC1CCc2c(sc(NC(=O)CSc3nc(N)cc(=O)[nH]3)c2C(N)=O)C1 (stereo not drawn)	-4%	-16%	11%	/	/	/	-42%	-9%	-6%
O=C(CCN1C(=O)/C(=C/c2cccs2)SC1=S)NNC(=O)c1cccc(O)c1	-2%	1%	150%[activator]	-10%	-9%	?	20%	-14%	-7%
O=C(C1=C(O)C(=O)N(CCN2CCOCC2)C1c1cccnc1)c1cc2ccccc2o1 (stereo not drawn)	-3%	4%	47%[activator]	-16%	29%	-5%	28µM*	3%	?
COc1ccc(-c2nc(CS(=O)(=O)CC(=O)NCCc3ccc(C)cc3)c(C)o2)cc1	-18%	9%&4%	-11%&-21%	-3%&11%	0%&7%	-3%&-1%	7%[0.501 µM]	-9%&1%	-5%&-10%
O=C(C1CCOCC1)N1CCCC(N2CCN(c3cccc(Cl)c3)CC2)C1 (stereo not drawn)	45%[activator]	14%	17%	-2%	27%	2%	42%[activator]	-9%	-2%
Fc1ccc(NC(=S)N2CCN(C/C=C/c3ccccc3)CC2)c(F)c1	15%	-18%	18%	-8%	34%	-3%	/	-9%	-12%
COc1ccccc1NC(=O)CSc1nc2ccccc2c2nc(-c3ccccc3)nn12	/	-11%[60.1 µM]	10%	0%	?	-6%	6%[59 µM]	-14%	-2%
COCc1[nH]nc2c1C1(CCC3(CC1)OCCO3)C(C#N)=C(N)O2	-4%	-11%	26%	-7%	4%	-3%	?	-11%	-7%

Four neighbouring records out of the list so far:
SMILES	APEX1 inh	POLK inh	POLI inh	Anesthetic bind	POLB inh	BLM helicase inh	G9a inh	Pol eta inh	BAZ2B block
O=C(C1CCOCC1)N1CCCC(N2CCN(c3cccc(Cl)c3)CC2)C1 (stereo not drawn)	45%[activator]	14%	17%	-2%	27%	2%	42%[activator]	-9%	-2%
Fc1ccc(NC(=S)N2CCN(C/C=C/c3ccccc3)CC2)c(F)c1	15%	-18%	18%	-8%	34%	-3%	/	-9%	-12%
COc1ccccc1NC(=O)CSc1nc2ccccc2c2nc(-c3ccccc3)nn12	/	-11%[60.1 µM]	10%	0%	?	-6%	6%[59 µM]	-14%	-2%
COCc1[nH]nc2c1C1(CCC3(CC1)OCCO3)C(C#N)=C(N)O2	-4%	-11%	26%	-7%	4%	-3%	?	-11%	-7%

Remaining list, next part
SMILES	APEX1 inh	POLK inh	POLI inh	Anesthetic bind	POLB inh	BLM helicase inh	G9a inh	Pol eta inh	BAZ2B block
CCn1c(SCC(=O)O)nnc1-c1cc2c(C)nn(-c3ccccc3)c2s1	2%	-2%	2%	-8%	10%	3%	-3%	-7%	-4%
CCN(C(=O)CSc1nc(-c2ccc(C(C)C)cc2)no1)c1ccccc1	/	-14%	-28%	60%[activator]	?	-8%	49%[59 µM]	-1%	47%[activator]
Cc1c(N=CN2CCOCC2)c(=O)n(C)c(=O)n1C	-10%	-1%	35%[activator]	35%[activator]	-18%	-12%	?	-2%	34%[activator]
CCOC(=O)C1CCN(S(=O)(=O)c2cccc(-c3cn4ccccc4n3)c2)CC1	11%	-5%	5%	-13%	8%	-7%	-32%[0.0925 µM]	?	6%
O=c1[nH]nc(CNc2ccc(O)cc2)c2ccccc12	?	-19%	?	-23%	5%	35µM*	11µM*	-9%	?
COc1ccc(C(C)=O)cc1COc1cccc2cccnc12	19%	-16%	-6%	-11%	1%	2%	-8%[0.501 µM]	-9%	-3%
CCCCCCn1c(=O)[nH]c2nc3cc(N)c(C)cc3nc2c1=O	3%	-17%	37%[activator]	63%[activator]	?	-8%	3.5µM*	-4%	3%
COc1ccc(-n2cnc3cc([N+](=O)[O-])ccc32)cc1	-1%	-12%	22%	-10%	-23%	1%	-2%	-7%	-22%
S=c1[nH]nc(CN2CCCCC2)n1-c1ccc(Cl)cc1	-4%	2%	41%[activator]	-3%	-6%	-2%	18µM*	-4%	-22%
C=CCNC(=O)C12CC3CC(C1)CC(C(=O)NCC=C)(C3)C2	4%	-14%	8%	2%	-14%	-13%	-7%[59 µM]	-13%	-1%
CCc1ccc(C2CC(c3cccc(OC)c3)n3nc(N)nc3N2)cc1 (stereo not drawn)	-8%	-12%	20%	-1%	14%	-1%	?	-14%	-3%
O=C(CN1C(=O)C2CC=CCC2C1=O)Nc1ccc(S(=O)(=O)NC2=NCCCCC2)cc1 (stereo not drawn)	1%	-7%	-1%	-9%	23%	1%	-7%[2.33 µM]	-4%	8%
CC(=O)Oc1ccc2c(C)c(CC(C)O)c(=O)oc2c1 (stereo not drawn)	2%	-1%	-11%	903%[activator]	28%	-1%	20%	6%	-3%
CC1CCC(NC(=O)c2cc(C3CC3)nn2-c2ccccc2)CC1 (stereo not drawn)	7%	1%	25%	/	/	/	13%[12.7 µM]	-15%	9%
CCn1cc(C(=O)NCCCOC)c(=O)c2cc(S(=O)(=O)N3CCc4ccccc4C3)ccc21	/	2%	14%	-16%	10%	-3%	-21%[59 µM]	-19%	/
O=C(Cc1ccccc1Cl)Nc1ccc(S(=O)(=O)N2CCOCC2)cc1	22%	-1%	9%	/	/	/	?	-17%	-4%
CC[n+]1ccccc1/C=C/Nc1ccccc1	-1%	-2%	6%	-17%	2%	3%	45µM*	-2%	-6%
CCC(C)(C)NC(=O)C(c1ccc(OC)cc1)N(C(=O)CCC(=O)Nc1cc(C)on1)c1ccccc1OC (stereo not drawn)	27%	-2%	73%[activator]	4%	11%	-3%	10%	-22%	0%
CCOc1ccc(N(CC(=O)NC2CCCCCC2)S(=O)(=O)c2c(C)[nH]c(=O)[nH]c2=O)cc1	-2%	-18%	-4%	-9%	0%	2%	15%[59 µM]	-11%	-5%
Cc1cccc(NC(=O)CSCc2c(C)noc2C)c1C	2%	6%	-4%	?	6%	-5%	2%[59 µM]	-11%	18%
O=C(Nc1ccc(F)cc1)N(Cc1ccco1)Cc1cc2cc3c(cc2[nH]c1=O)OCO3	-3%	-11%	-4%	-4%	-10%	-12%	?	-16%	-9%
CCOC(=O)c1c(C)[nH]c(C)c1S(=O)(=O)N1CCC(C(=O)Nc2ccc(C)c(Cl)c2)CC1	/	4%	10%	-6%	3%	-3%	-3%[59 µM]	-8%	2%
COc1cc(CN2CCNC(=O)C2CC(=O)NC2CCCC2)cc(OC)c1 (stereo not drawn)	-7%	-5%	7%	-14%	56%	-1%	/	-4%	-5%
Cc1ccc(-n2nc(C(=O)Nc3ccc(F)cc3Cl)c(=O)n(C)c2=O)cc1	/	-2%[60.1 µM]	38%[activator]	4%	0%	1%	-16%[59 µM]	?	0%
CCn1nc(C)c(Br)c1Nc1ccc(Br)cc1	-7%	-11%	86%[activator]	?	-13%	-3%	8%	0%	7%
COC(=O)c1cnc(N2CCCN(S(=O)(=O)c3ccccc3)CC2)nc1C(F)(F)F	22%	-21%	30%	1%	22%	-7%	/	-23%	-3%
CN(c1ccc(C(=O)O)cc1)S(=O)(=O)c1ccccc1	3%	-3%	2%	-12%	-2%	1%	-25%	1%	1%
CCOC(=O)NC(=O)COC(=O)c1ccc(O)cc1	1%	0%	165%[activator]	-12%	-23%	1%	4%	-20%	2%
Cc1ccc(S(=O)(=O)/N=C(\N)Nc2nc(C)c3ccc(C)cc3n2)cc1	-1%	3%	?	1%	0%	2%	-35%	-9%	8%
Cc1cccc(C(=O)NC2C(=O)NNC2c2ccc(Cl)cc2)c1 (stereo not drawn)	-3%	-7%	76%[activator]	-9%	28%	-1%	16µM*	-12%	/
CCN(C(=O)COC(=O)Cn1cnc2c1c(=O)n(C)c(=O)n2C)C1CCS(=O)(=O)C1 (stereo not drawn)	6%	-6%	13%	-4%	-3%	-6%	3%	6%	-4%

High-throughput results (PubChem BioAssay)
